# Screening results as filed in PubChem.
# FUS yeast rescue – qHTS for Suppressors of FUS Proteinopathy: Primary screen using FUS-linked yeast assay | S. cerevisiae FUS-expressing, growth rescue, OD600, 24 h | Potency, µM (titrated, usually from 76.6 µM), for inactives: at the top dose growth rescue (activation), hits mostly activators | 390,000 tested, 0.24% active | AID 1347120, 2019; active = well fitted activation curve with a large enough effect; inconclusive = small, poorly fitted or top-dose-only effect; inactive = no such curve, though single readings can be large or run the other way;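 also: plate controls were DMSO vehicle for no effect and reference control for full effect; nearly all actives have a fitted effect of over 55% in size; some results filed as inactive show a strong effect at the top dose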
#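 Quantitative HTS measuring growth restoration of FUS-toxic yeast. Galactose-induced cells (OD 0.005) were exposed 24hr at 30C to compounds at several concentrations, then absorbance at 600 nm was recorded.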
# * hit, by the source's call; ? = inconclusive. Potency is read from the fitted curve at half-maximal effect. A portion of the library; count on the stated rates, not on these rows.
SMILES,FUS yeast rescue
COc1cccc(C(=O)n2ccc3ccc(-c4ccc5ccn(C(=O)c6cccc(OC)c6)c5c4)cc32)c1,3.3%
Cc1cccc(NC(=O)C2CCN(c3nnc(-n4cccc4)s3)CC2)c1C,16.1%
COc1ccc(NC(=O)CCCNS(=O)(=O)c2ccc3[nH]c(=O)oc3c2)cc1OC,6.4%
COC(=O)[C@]12C[C@H](CC(=O)NCCCCc3ccccc3)C(=O)N(Cc3ccc(Cl)cc3Cl)C1=C[C@H](C1CCCC1)O[C@@H]2C,?
CCOC(=O)CC[C@@H]1CC[C@]2(CCCN(C(=O)c3ccno3)C2)O1,-15.5%
Cc1cc(=O)[nH]c(SCC(=O)Nc2cccc(C)c2C)n1,6.1%
O=C(CSc1nnc(-c2ccccn2)n1-c1ccccc1)Nc1ccc2c(c1)OCCO2,38.7%
O=C(Nc1cccc(Br)c1)OC1CC2CC1[C@H]1CCCCN1[C@H]2Cc1ccccc1 (some centres undefined),29.4%
CCOc1ccc(NC(=O)CSc2nnc(-c3n[nH]c4c3CCC4)n2N)cc1,-11.4%
CC[C@H]1C=C[C@@H](C(=O)NS(=O)(=O)c2ccc(C)cc2)N(C(C)=O)C1,-6.0%
CC(=O)N1c2cc(S(=O)(=O)Nc3c(C)n(C)n(-c4ccccc4)c3=O)c(Br)cc2CC1C (centres undefined),-9.8%
O=S1(=O)c2c(cccc2N2CCC[C@H]2CO)O[C@@H]2CCN1C2,-0.8%
Cc1cc(C)cc(C(=O)OCCN2CCN(C3CN(Cc4cn(Cc5ccc([N+](=O)[O-])cc5)nn4)S(=O)(=O)C3)CC2)c1 (centres undefined),18.8%
COc1ccc(N2CCN(CCCNC(=O)CCOC(C)(C)C)CC2)cc1,1.2%
C[C@H]1[C@@H](NC(=O)Cc2ccsc2)CC[C@@]23CCCN2C(=O)CCC[C@@H]13,-13.7%
O=C(CSc1nnc(-c2ccccn2)n1-c1ccccc1)c1ccc(F)cc1,24.0%
CCOC(=O)[C@@]12CCC3=C1N(CCC3)C(=O)[C@H](CC(=O)NCC1CCCCC1)C2,14.9%
CC(C)c1nc(N(C)S(C)(=O)=O)nc(-c2ccc(F)cc2)c1/C=C/[C@H](O)C[C@@H](O)CC(=O)O,9.6%
COC(=O)[C@]12C[C@H](CC(=O)NCC3CCCCC3)C(=O)N(Cc3ccco3)C1=C[C@H](COCc1ccccc1)O[C@@H]2C,?
Cc1ccc(OCc2nnc(SCC(=O)Nc3ccc(S(=O)(=O)Nc4cc(C)nc(C)n4)cc3)n2Cc2ccco2)cc1,?

# Overlap with the part before: two compounds, followed by the next part.
SMILES,FUS yeast rescue
COC(=O)[C@]12C[C@H](CC(=O)NCC3CCCCC3)C(=O)N(Cc3ccco3)C1=C[C@H](COCc1ccccc1)O[C@@H]2C,?
Cc1ccc(OCc2nnc(SCC(=O)Nc3ccc(S(=O)(=O)Nc4cc(C)nc(C)n4)cc3)n2Cc2ccco2)cc1,?
COC(=O)[C@]12C[C@H](CC(=O)NCCCN3CCCC3=O)C(=O)N(Cc3cccc4ccccc34)C1=C[C@H](COCc1ccccc1)O[C@@H]2C,?
COC(=O)[C@]12C[C@H](CC(=O)NCc3cccc4ccccc34)C(=O)N(CCC3=CCCCC3)C1=C[C@H](C(C)C)O[C@@H]2C1CC1,?
C[C@H]1[C@@H](NC(=O)/C=C/c2ccccc2)CC[C@@]23CCCN2C(=O)CCC[C@@H]13,9.7%
COc1ccccc1CNC(=O)C[C@H]1CC[C@H]2[C@H](COc3ccc(NS(=O)(=O)c4ccc(C)cc4)cc3C(=O)N2C)O1,35.3%
C=CCn1c(SCc2cccc(C(F)(F)F)c2)nnc1-c1ccc(OC)cc1,41.7%
CCOC(=O)[C@@]12CCCC=C1N(CCc1ccc(Cl)cc1)C(=O)[C@H]2CC(=O)NCC12CC3CC(CC(C3)C1)C2,?
CC(C)(C)c1ccc2c(c1)OC(C(=O)N/N=C/c1ccc[nH]1)CO2 (centres undefined),0.1%
O=C(NCc1cccs1)C1CCN(S(=O)(=O)c2ccccc2[N+](=O)[O-])CC1,13.3%
CCC[C@H]1[C@@H](OC(=O)NCc2ccc(OC)c(OC)c2)CC[C@@]23CCCN2C(=O)CCC[C@@H]13,11.7%
CCCCNC(=O)C1CCCN1C(=O)Nc1cc(Cl)cc(Cl)c1 (centres undefined),-4.2%
COC(=O)[C@]12CCCCC=C1N(Cc1ccc(OC)cc1)C(=O)[C@@H]2CC(=O)N1CCN(C(=O)c2ccco2)CC1,?
COC(=O)[C@]12C[C@H](CC(=O)NCc3cccc(C(F)(F)F)c3)C(=O)N(CCc3ccc(OC)c(OC)c3)C1=C[C@H](COCc1ccccc1)O[C@@H]2C,?
C=CCN1C(=O)[C@@H](CC(=O)NCCCOC)[C@]2(C(=O)OC)CCCCC=C12,8.9%
CN1C(=O)c2cc(NS(=O)(=O)c3cccc(F)c3)ccc2OC[C@@H]2O[C@H](CC(=O)O)CC[C@H]21,3.7%
O=C1C(NC(=O)N2c3ccccc3C=Cc3ccccc32)CCCCN1Cc1ccc(Cl)cc1 (centres undefined),?
O=C(CNS(=O)(=O)c1cccs1)N1CCN(c2ncccn2)CC1,2.2%
CC1(c2ccccc2)CC(=O)N(c2ccc(NC(=O)c3ccccn3)cc2Cl)C1=O (centres undefined),-2.9%
C=CCN1[C@H](C)COc2cccc(N3CCSCC3)c2S1(=O)=O,16.6%
O=C(c1cccc(F)c1F)N1CCCC(c2nc(-c3cccs3)no2)C1 (centres undefined),12.0%
CCC(NC(=O)c1ccc2c(c1)c(C)c(C)n2Cc1ccc(Cl)cc1)c1ccccc1 (centres undefined),23.3%
O=C(CSc1nnc(-c2cccs2)o1)Nc1cc(Cl)cc(Cl)c1,2.8%
Cc1ccc(OCc2nnc(SCC(=O)c3ccc(-c4ccccc4)cc3)n2Cc2ccco2)cc1,-2.2%
COc1ccc(-c2cc(C(=O)N(C3CCCCC3)C3CCCCC3)no2)cc1,-27.6%
CC(C)Oc1ccc(-c2csc(N3CCC(C(N)=O)CC3)n2)cc1,?
O=C(OCC#CCSc1nnc(-c2cccc3ccccc23)o1)C1CCC1,43.6%
O=C(CSc1nc2ccccc2nc1N1CCCC1)N1CCN(C(c2ccccc2)c2ccccc2)CC1,38.1%
CCOC(=O)C1CCN(C(=O)C(C)(C)NC(=O)Nc2ccc(C(F)(F)F)cc2Cl)CC1,43.1%
N#CCC[C@H]1CC[C@]2(CCCN(C(=O)c3ccno3)C2)O1,-15.8%
O=C(Cn1nc(-c2ccccc2)ccc1=O)NCCc1ccccc1F,26.7%
Cc1ccc(-n2c(SCC(=O)Nc3ccc(S(=O)(=O)Nc4cc(C)nc(C)n4)cc3)nnc2-c2ccncc2)cc1,34.9%
Cc1ccc(-n2c(SCC(=O)Nc3cccc4ccccc34)nnc2-c2cnccn2)cc1,6.4%
Cc1ccc2c(c1)-c1c(cnn1CC(=O)NCCc1ccc(Cl)cc1)CO2,4.6%
COC(=O)C[C@@H]1CC[C@@H]2[C@H](COc3ccc(NC(=O)c4cccc(F)c4)cc3C(=O)N2C)O1,14.3%
CCN(CC)C(=O)O[C@H]1CC[C@@]23CCCN2C(=O)CCC[C@H]3[C@H]1C,-8.8%
CC(C)OC(=O)C1=CNCC(C)(C)c2c1[nH]c1cc(F)ccc21,3.8%
C[C@H]1CCC/C=C/C(=O)c2c(cc(O)c(Cl)c2O)CC(=O)O1,-12.6%
O=C(NN=Cc1cccc(OCc2ccccc2)c1)c1cc(-c2ccc(Cl)cc2)n[nH]1,41.8%
COC(=O)C1CN(CC(C)C)CCS(=O)(=O)N1Cc1cccc(Cl)c1 (centres undefined),-2.8%
Cc1ccccc1CN[C@@H]1CC[C@@]23CCCN2C(=O)CCC[C@H]3C1,10.2%
C=CCNC(=O)CN(C(=O)c1ccncn1)c1cccc(Br)c1,-17.7%
O=C(CCc1ccccc1)N[C@H]1[C@@H](OC(=O)c2ccco2)CCC[C@@]12C(=O)N(Cc1ccccc1)c1ccccc12,?
C#CCOCCOCCOCCNc1nc(N2CCN(C(=O)[C@H](CCCCN)n3cc([C@@H](N)CC(C)C)nn3)CC2)nc(N2CCN(C(=O)[C@H](Cc3cc4ccccc4[nH]3)n3cc([C@@H](N)CC(C)C)nn3)CC2)n1,45.1%
Cc1ccccc1C(=O)n1ccc2ccc(-c3ccc4ccn(Cc5ccccc5)c4c3)cc21,12.4%
CC(C)N1CCCCC(NC(=O)c2ccccc2)C1=O (centres undefined),13.2%
CCn1c(=O)n2n(c1=O)[C@]1(C=C(C)C2)CN(Cc2ccc(OC)cc2OC)C(NC(=O)c2ccccc2)=N1,?
CC(C)CNS(=O)(=O)/C=C/c1ccccc1CCNC(=O)OC(C)(C)C,47.5%
C=CCOC(=O)N1CCC(NS(=O)(=O)c2ccc3c(c2)CCN3C(C)=O)CC1,4.0%
CCc1ccccc1NC(=O)[C@@H]1CCCN1S(=O)(=O)c1cccc2cccnc12,0.5%
O=C(Nc1ccc2c(c1)OCO2)NC1CCCCN(Cc2cccc(Cl)c2)C1=O (centres undefined),5.8%
NC(=O)C(c1ccccc1)(c1ccccc1)[C@@H]1CCN(CCc2ccc3c(c2)CCO3)C1,14.2%
CCC(CC)(CC(=O)Nc1cccc(/C=C/c2nc(C3CCC3)cs2)c1)C(=O)O,-6.3%
Cc1ccc(NC(=O)CSc2nnc(-c3ccccc3F)n2-c2ccccc2)c(C)c1,31.2%
Cc1cc(-c2n[nH]c(=S)n2N=Cc2ccc(OCc3ccccc3)cc2)n[nH]1,16.2%
COC(=O)c1cc(-c2cccc(OCc3ccccc3)c2)c(=O)n2c1CCC2,14.8%
Cc1c(NS(=O)(=O)c2cc3c(cc2Br)CCN3C(=O)C2CC2)c(=O)n(-c2ccccc2)n1C,-11.4%
COc1ccc(-c2nnc(SCC(=O)N/N=C(\C)c3ccc(-c4ccccc4)cc3)n2-c2ccc(C)cc2)cc1,19.2%
COc1ccc(C(=O)OCCCN(C)C2CN(Cc3cn(Cc4ccccc4F)nn3)S(=O)(=O)C2)cc1OC (centres undefined),8.4%
CCN(CC)C(=O)CC[C@H]1CC[C@]2(CCCN(c3ccccc3)C2)O1,18.4%
CCCCNC(=O)C1(C(=O)c2ccc(OC)cc2)CC(C(=O)OCC)=NO1 (centres undefined),-12.9%
O=C(CSc1nnc(-c2cccnc2)n1-c1ccc(Cl)cc1)c1ccc(F)cc1,20.6%
# The list continues:
SMILES,FUS yeast rescue
CC(=O)Nc1nc2ncccn2c1-c1ccc(C(F)(F)F)cc1,-15.4%
O=C(c1cc(Cl)cc(Cl)c1)N1CCC(Oc2cccnc2)CC1,7.5%
O=C(OC12CCCN(C1)/C(=C/c1cccnc1)C2)C1CCCCC1 (centres undefined),6.9%
COc1ccc(S[C@]2(C(=O)N(C)C)CC(=O)N[C@@H]2c2ccc(OC)cc2)cc1,0.6%
CCOc1ccccc1NC(=O)NNC(=O)CCn1nc(C)c([N+](=O)[O-])c1C,0.1%
CC1(C)Oc2ccc(C(=O)NCCCN3CCCC3)cc2NC1=O,23.6%
Cc1ccc(-c2cc(-c3nnc(SCC(=O)Nc4cccc5ccccc45)n3N)[nH]n2)cc1,19.4%
COC(=O)[C@]12C[C@H](CC(=O)N3CCCC3)C(=O)N(Cc3ccc(Cl)cc3Cl)C1=C[C@H](C(C)(C)C)O[C@@H]2C,17.8µM*
CCn1c(SCC(=O)Nc2ccc(C(C)C)cc2)nnc1-c1ccc(C(C)(C)C)cc1,2.3%
CCN(C(=O)[C@@H]1CC(=O)O[C@@H]1c1ccccc1)c1ccccc1,29.1%
CC(C)(C)[C@@H]1/C(=C/C2CC2)N2C(=O)C[C@@H](c3ccccc3)N=C2N1Cc1ccc2c(c1)OCO2,19.4%
CCOC(=O)[C@]12CCCC=C1N(CCCOC)C(=O)[C@@H]2CC(=O)NCc1ccc(C)o1,17.4%
CCOC(=O)[C@@]12CCC3=C1N(CCC3)C(=O)[C@H](CC(=O)N1CCN(C(=O)c3ccco3)CC1)C2,-2.9%

# Arranged by count of non-hydrogen atoms (descending): some entries from above.
SMILES,FUS yeast rescue
CC(C)(C)[C@@H]1/C(=C/C2CC2)N2C(=O)C[C@@H](c3ccccc3)N=C2N1Cc1ccc2c(c1)OCO2,19.4%
CC1(C)Oc2ccc(C(=O)NCCCN3CCCC3)cc2NC1=O,23.6%
CCN(C(=O)[C@@H]1CC(=O)O[C@@H]1c1ccccc1)c1ccccc1,29.1%

# Given field by field: part of the list above
canonical_smiles: CC1(C)Oc2ccc(C(=O)NCCCN3CCCC3)cc2NC1=O
  FUS yeast rescue = 23.6%
canonical_smiles: Cc1ccc(-c2cc(-c3nnc(SCC(=O)Nc4cccc5ccccc45)n3N)[nH]n2)cc1
  FUS yeast rescue = 19.4%
canonical_smiles: COC(=O)[C@]12C[C@H](CC(=O)N3CCCC3)C(=O)N(Cc3ccc(Cl)cc3Cl)C1=C[C@H](C(C)(C)C)O[C@@H]2C
  FUS yeast rescue = 17.8µM*
canonical_smiles: CCn1c(SCC(=O)Nc2ccc(C(C)C)cc2)nnc1-c1ccc(C(C)(C)C)cc1
  FUS yeast rescue = 2.3%

# Individual results from the list:
# COC(=O)[C@]12C[C@H](CC(=O)N3CCCC3)C(=O)N(Cc3ccc(Cl)cc3Cl)C1=C[C@H](C(C)(C)C)O[C@@H]2C in FUS yeast rescue: 17.8µM*
# O=C(c1cc(Cl)cc(Cl)c1)N1CCC(Oc2cccnc2)CC1 in FUS yeast rescue: 7.5%
# CCOC(=O)[C@]12CCCC=C1N(CCCOC)C(=O)[C@@H]2CC(=O)NCc1ccc(C)o1 in FUS yeast rescue: 17.4%
# CC(C)(C)[C@@H]1/C(=C/C2CC2)N2C(=O)C[C@@H](c3ccccc3)N=C2N1Cc1ccc2c(c1)OCO2 in FUS yeast rescue: 19.4%
# CCn1c(SCC(=O)Nc2ccc(C(C)C)cc2)nnc1-c1ccc(C(C)(C)C)cc1 in FUS yeast rescue: 2.3%
# CCOc1ccccc1NC(=O)NNC(=O)CCn1nc(C)c([N+](=O)[O-])c1C in FUS yeast rescue: 0.1%
# CC(=O)Nc1nc2ncccn2c1-c1ccc(C(F)(F)F)cc1 in FUS yeast rescue: -15.4%
